Compound activity from PubChem.
SSB-PriA inh – K. pneumoniae PriA-SSBct interaction inhibition; AlphaScreen SSBct-PriA binding, biotinylated peptide; inhibition, % at 33 µM; 0.6% of 430,000 active; in the data active = inhibition mostly above about 37%, no sharp cut-off; inactive = mostly below about 20%;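 note: plate controls were negative control peptide for no effect and reference peptide for full effect; strong numbers were not always called active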
The depositor's hits bear a star; & = joins results of further samples. These rows are one share of the data; rates above refer to the full screens.

Molecule,SSB-PriA inh
COc1cc(C(=O)NCCn2ncc3c(N4CCCCCC4)ncnc32)cc(OC)c1OC,-15.0
O=C(Nc1ccc(Br)cc1C(=O)c1ccccc1Cl)c1ccc(S(=O)(=O)N2CCCC2)cc1,-5.0
Cc1cc(OC2CN(S(=O)(=O)c3cccnc3)C2)cc(=O)o1,4.0
COC(=O)c1ccccc1N=CC(C(C)=O)=C(O)c1ccccc1,-9.0
O=C(Nc1cccc(C(F)(F)F)c1)N1CCN(c2cc(N3CCOCC3)cnn2)CC1,10.0
Cc1cc(NC(=O)COc2ccccc2C)n(-c2nc(-c3cccs3)cs2)n1,-6.0
COc1cc(-c2ccc(NC(=O)C3CC3)c(OC)c2)ccc1NC(=O)C1CC1,13.0
Cc1cccc(C(=O)Nc2ccc(OC(C)C)cc2)c1,-8.0
O=C(CSC1CCCC1)N1CCC(Oc2cnccn2)CC1,7.0
CC(C)(C)CNC(=O)c1ccc(C(=O)Nc2nc(-c3ccccn3)cs2)cc1,40.8
Cc1ccc(-c2ccc(=O)n(CCCC(=O)Nc3ccc(C)c(Cl)c3)n2)cc1,-23.0
CN(C)C(=O)Cc1ccc(NC(=O)NC(C)(C)C)cc1,-2.0
CS(=O)(=O)N1CCCc2ccc(NS(=O)(=O)C3CCCCC3)cc21,4.0
Cc1ccccc1N=Nc1ccc(NC(=O)c2snnc2C)c(C)c1,15.0
CCOC(=O)N1CCN(CC(O)COc2ccc(C(=O)CC)cc2)CC1 (stereo not given),3.0
COc1ccc(-c2ccc(OCCNS(=O)(=O)c3cc(Cl)ccc3OC)nn2)cc1,-1.0
CN1CCN(C(=O)NCCCc2ccccc2)C2(CCCC2)C1,-15.0
COc1ccc2nc(-c3ccc(C)c(NS(=O)(=O)c4ccc(OC)c(F)c4)c3)cn2n1,-18.0
COC(=O)c1ccc(C(=O)NCC2CCN(c3ccncc3)CC2)cc1,6.0
O=C(c1cc(=O)c2ccccc2o1)N1CCO[C@H](c2cccnc2)C1,-1.0
COc1ccc(C(O)=C2C(=O)C(=O)N(CCN(C)C)C2c2cccc(OC)c2OC)cc1 (stereo not given),19.7
CCC(CC)C(=O)Nc1ccc2c(c1)CN(S(=O)(=O)c1ccccc1)CC2,1.0
O=C(NN=C/C=C/c1ccccc1)c1cccs1,-13.9
Cc1nccn1-c1cc(N2CCC(C(=O)Nc3ccccc3C#N)CC2)ncn1,-2.0
O=c1c(=Cc2ccc3c(c2)OCO3)sc2n1CCCN=2,-0.7
Cn1c(-c2ccccn2)nn(CCNC(=O)c2ccc3ncsc3c2)c1=O,-3.0
COc1ccc(OC)c(S(=O)(=O)NCC(c2ccco2)S(=O)(=O)c2ccc(Cl)cc2)c1 (stereo not given),6.0
COc1ccc(CNS(=O)(=O)CCCOc2cccc3c2OC(C)(C)C3)cc1,-3.0
COc1ccc(C=Nn2c(-c3n[nH]c4c3CCC4)n[nH]c2=S)cc1,4.8
CCn1cc(Cl)c(C(=O)NCCn2cnc3ccsc3c2=O)n1,-5.0

6 compounds out of the list, arranged by formula weight, low to high.
Molecule,SSB-PriA inh
O=C(NN=C/C=C/c1ccccc1)c1cccs1,-13.9
O=C(c1cc(=O)c2ccccc2o1)N1CCO[C@H](c2cccnc2)C1,-1.0
CCn1cc(Cl)c(C(=O)NCCn2cnc3ccsc3c2=O)n1,-5.0
CCC(CC)C(=O)Nc1ccc2c(c1)CN(S(=O)(=O)c1ccccc1)CC2,1.0
COc1ccc2nc(-c3ccc(C)c(NS(=O)(=O)c4ccc(OC)c(F)c4)c3)cn2n1,-18.0
COc1ccc(OC)c(S(=O)(=O)NCC(c2ccco2)S(=O)(=O)c2ccc(Cl)cc2)c1 (stereo not given),6.0

The results go on:
Molecule,SSB-PriA inh
O=C(O)CCCCCNc1nnc(Cl)c2ccccc12,-2.0
CS(=O)(=O)c1cccc(C(=O)Nc2sccc2C#N)c1,5.0
CC(C)c1nc(-c2ccc(N3CCN(C(=O)Cc4cn(C)c5ccccc45)CC3)nc2)no1,61.0*
O=C(COc1ccccc1F)NCCn1ncc2c(=O)n(Cc3cccc(Cl)c3)cnc21,-4.0
CCOC(=O)N1CCN(S(=O)(=O)c2ccc(C(=O)Nc3sc(Cc4ccc5c(c4)OCO5)c(C)c3C#N)cc2)CC1,-10.0&7.0
CCc1ccccc1NC(=O)N1CCN(c2ccc3nnc(C4CC4)n3n2)CC1,-11.0
COc1ccc(-c2nnc(SCc3cccc(C(F)(F)F)c3)o2)cc1OC,-11.0
CCS(=O)(=O)c1ccc(CC(=O)Nc2nnc(-c3cc(C)n(C)n3)o2)cc1,24.0
COc1ccc(SCC(=O)Nc2nc3cc(C)c(C)cc3s2)cc1,1.0&4.0
CCOC(=O)c1ccc(OCC2c3cc(OC)c(OC)cc3CCN2C(=O)c2ccc(S(=O)(=O)N3CCCCC3)cc2)cc1 (stereo not given),-16.0
Cc1cc(-c2nnc(NC(=O)Cc3ccc(C(C)C)cc3)o2)nn1C,1.0
CN(C)CCN(C(=O)c1cccc(F)c1)c1nc2c(S(C)(=O)=O)cccc2s1,0.0
COc1ccccc1C1C(=C(O)c2ccccc2)C(=O)C(=O)N1CCO (stereo not given),-2.0
NC(=O)c1cc2ccccc2oc1=NNC(=O)c1ccco1,8.7
NC(=NS(=O)(=O)c1cc(C(F)(F)F)cc(C(F)(F)F)c1)c1ccncc1,-21.6
CCCn1c(C(=O)N2CCC(n3ccnn3)C2)cc2c(=O)n3ccccc3nc21 (stereo not given),3.0
O=C(NCCC(O)c1cccs1)C1COc2ccccc2O1 (stereo not given),0.0
CCCN(CCC)c1ccc(C=NNC(=O)CN2CCOCC2)cc1,3.1
CCCCOc1ccc(C(=O)Nc2ccc(OC)c(N3CCCCC3=O)c2)cc1,-12.0
O=C(NN=Cc1cc(Cl)ccc1O)c1ccc(Br)cc1,-11.8
COc1ccccc1-c1nnc(C2CCN(C(=O)c3ccco3)CC2)s1,10.0
CCCN(CCC)S(=O)(=O)c1ccc(C(=O)NC2=C(C(=O)OC)SCC2)cc1,-10.0
COc1cccc(CSc2nc(CC(=O)Nc3ccccc3SC)cc(=O)[nH]2)c1,-5.0&-5.0
COc1ccc2c(c1)CCN(C(=O)c1cccnc1OC)C2,9.0
Cc1ccccc1C1CCN(C(=O)C2CCN(S(C)(=O)=O)CC2)CCS1 (stereo not given),-18.0
Cc1cc(NC(=O)c2ccco2)n(-c2ncnc3c2cnn3-c2ccc(F)cc2)n1,0.0
O=C(NCc1ccccc1)C1CCN(c2ccc(-n3cccn3)nn2)CC1,-5.0
O=C1OC2(CCN(C(=O)c3ccc(S(=O)(=O)N4CCCC4)cc3)CC2)c2ccccc21,0.0
Brc1ccc2nc(N3CCc4ccccc4C3)sc2c1,-15.0
CN1/C(=C/C=NNC(=O)c2ccc([N+](=O)[O-])cc2)C(C)(C)c2ccccc21,-8.2
O=C(NN=Cc1cccs1)c1ccc2c(c1)OCO2,0.4
O=C(NN=Cc1cccnc1)/C(=C\c1cccs1)NC(=O)c1ccccc1,3.0
COc1ccc(S(=O)(=O)N2CCN(c3ccc(-c4ccccc4C)nn3)CC2)cc1F,3.0
Cc1cc(C(=O)Nc2nnc(-c3ccc4c(c3)OCO4)o2)nn1C,-47.0
COc1cccc(C=NNc2nn3cnnc3c3ccccc23)c1O,-12.2
COc1ccc(CC(=O)NCC#CCN(C)Cc2ccccc2)cc1,-8.0
Cc1cc(C(=O)c2cnc(N=CN(C)C)s2)c(F)cc1Cl,-7.2
O=C(CSc1nccn1Cc1ccco1)Nc1cc(C(F)(F)F)ccc1Cl,17.0
COc1cc([N+](=O)[O-])cc2sc(NC(=O)C3CCCN3S(=O)(=O)c3cccs3)nc12 (stereo not given),12.0
CC(SC1=NCCN1S(=O)(=O)c1ccc(Cl)cc1)c1ccccc1 (stereo not given),-6.0
Cc1ccc(NC(=O)CSc2nc3cc(-c4ccccc4)sc3c(=O)n2C)cc1F,-8.0
O=c1c(-c2nc(-c3cnccn3)no2)cccn1Cc1ccccc1Cl,-7.0
COc1ccccc1Oc1ccc(S(=O)(=O)Nc2cccc(C)c2)cc1,-7.0&4.0
C=CCc1cccc(C=Nc2nc3ccccc3n2CC)c1O,-6.0
COc1ccc(S(=O)(=O)CCC(=O)Nc2c(C(N)=O)oc3ccccc23)cc1,-7.0
Cc1ccccc1C(=O)NN=Cc1ccccn1,4.5
Cn1nc2cc(Br)ccc2c1C(=O)N1CC(S(=O)(=O)Cc2ccco2)C1,-17.0
CCOc1ccc(-n2c(O)c(C=NNc3nc(C)cc(C)n3)c3ccccc3c2=O)cc1,-0.3
COC(=O)NCC1CC(=O)N(c2ccc3c(c2)OCO3)C1 (stereo not given),-1.0
CCn1c(SCC(=O)Nc2ccc3c(c2)OCCO3)nc2sc3c(c2c1=O)CCC3,-1.0
Cc1noc(-c2ccn3c(CNC(=O)c4csc(C)n4)nnc3c2)n1,2.0
S=C(Nc1ccccc1)Nc1ccc(Cc2ccncc2)cc1,11.0
COc1ccccc1[C@H](CNC(=O)Nc1ccccc1Cl)OC,-13.0
COc1ccc(C)cc1NC(=O)Cc1csc(NS(=O)(=O)c2ccccc2)n1,6.0
CN(C)CCN(C(=O)c1ccc(S(=O)(=O)N(C)CC2CCCO2)cc1)c1nc2ccc(Cl)cc2s1 (stereo not given),6.0
COc1ccccc1C(=O)N1CCC(c2ccsc2)CC1,-16.0
O=C(NCCCS(=O)(=O)N1CCN(c2ccccc2F)CC1)c1cc2ccccc2o1,-7.0
CCOC(=O)Cc1csc(N=Cc2c(O)n(-c3ccc(C)cc3C)c(=O)c3ccccc23)n1,-11.9
COc1nn(C)cc1C(=O)NC[C@H](O)Cn1ccccc1=O,-2.0
COCCN1CCCc2ccc(NS(=O)(=O)c3ccc4c(c3)CCCC4)cc21,45.0*

More compounds.
Molecule,SSB-PriA inh
COC(=O)c1ccc(OC)cc1CN1C(=O)N(c2cccc(C)c2)S(=O)(=O)c2ccccc21,13.0
Cn1cc(NC(=O)N2CCc3ccccc3C2)c2ccccc21,-3.0
O=C(NCC#CCOc1ccc2c(c1)OCO2)c1cc(C2CC2)on1,17.0
Cc1scc(C(=O)NN=Cc2ccc(Cl)s2)c1C,9.4
COC(=O)c1ccccc1NC(=O)CSc1nc2ccccc2nc1C,-14.0
O=C(Cc1csc(NC(=O)Nc2ccc(Cl)cc2)n1)NCc1ccco1,-3.0
O=C1CC(c2nc3ccccc3n2CC(O)COc2ccccc2Cl)CN1Cc1ccccc1 (stereo not given),8.0
FC(F)(F)c1ccc2c(c1)ncc1c(-c3ccccc3)nn(-c3ccc(Br)cc3)c12,-22.0
CCOC(=O)c1cc(C(=O)OCC)cc(-n2c(C)cc(C(=O)CN3CCC(C)CC3)c2C)c1,24.0
CCOC(=O)N1CCN(C(=O)Nc2nc(CC(=O)NCc3cccs3)cs2)CC1,2.0
O=C(Cc1cccs1)Nc1c2c(nn1-c1ccc(Oc3ccccc3)cc1)CSC2,-1.0
O=C(Cc1ccc(F)cc1)Nc1nc(-c2cccc([N+](=O)[O-])c2)cs1,-5.0
CCNC(=O)C(=O)Nc1ccc(F)cc1,0.0
O=C(Nc1nnc(-c2ccc(C(F)(F)F)cc2)o1)c1cc2ccccc2o1,5.0
NC(=NS(=O)(=O)c1cccs1)c1ccccc1Cl,-6.1
CCOC(=O)Cn1c(=NC(=O)c2cc(C)no2)sc2cc(Cl)ccc21,-6.0
CC(C)COc1ccc(S(=O)(=O)NCC2CCN(C(C)C)CC2)cc1,1.0
CS(=O)(=O)N1CCCC1C(=O)Nc1nnc(-c2cc3ccccc3o2)o1 (stereo not given),-10.0
Cn1cccc1-c1noc(CNC(=O)c2cc(-c3cccs3)[nH]n2)n1,26.0
CC(=NNC(=O)c1ccccc1)C(=O)O,0.7
CC1CCCC(=NNC(=O)Nc2ccccc2)C1 (stereo not given),0.5
O=S(=O)(C1CC1)N1CCC[C@H](Oc2cccnn2)C1,-18.0
COc1ccc(Nc2nc(Nc3ccc(C)c(C)c3)nc(N3CCOCC3)n2)cc1Cl,3.0
CN(C)CCN(C(=O)c1cccc(N2C(=O)CCC2=O)c1)c1nc2ccc(Cl)cc2s1,-11.0
CC(C)OCc1ccc(C(=O)O)o1,-10.0
Cc1cc(C)nc(NN=Cc2c(C)oc3ccccc23)n1,-0.8
CC(C)(C)c1ccc(C2NC(=O)c3sc4nc(C5CC5)cc(-c5ccccc5)c4c3N2)cc1 (stereo not given),-24.0
CN(C)S(=O)(=O)c1ccc(-c2nnc(NC(=O)c3cccc(C(F)(F)F)c3)o2)cc1,2.0
CO[C@@H](CNC(=O)C1(c2cccs2)CCCC1)c1cccc(F)c1,-6.0
CC(C)(C)NC(=O)N1CCCC(c2nnc(-c3cccs3)o2)C1 (stereo not given),8.0

Looked up one by one from the entries so far (3):
Molecule,SSB-PriA inh
CCOC(=O)Cn1c(=NC(=O)c2cc(C)no2)sc2cc(Cl)ccc21,-6.0
Cc1cc(C)nc(NN=Cc2c(C)oc3ccccc23)n1,-0.8
CC(C)(C)c1ccc(C2NC(=O)c3sc4nc(C5CC5)cc(-c5ccccc5)c4c3N2)cc1 (stereo not given),-24.0

Other results
Molecule,SSB-PriA inh
O=S(=O)(NCC(c1ccsc1)N1CCCC1)c1ccc2c(c1)OCCO2 (stereo not given),-5.0
O=C(Nc1ccc(F)cc1F)c1ccc(=O)n(Cc2ccc(C(F)(F)F)cc2)c1,-11.0
O=C(Nc1ccc(-c2ccc(N3CCOCC3)nn2)cc1)Nc1cccc(Cl)c1,0.0
Cn1nc(N2CCCC(C(=O)NCc3nc4ccccc4[nH]3)C2)ccc1=O (stereo not given),-23.0
O=C(c1ccsc1)N(Cc1ccoc1)Cc1cccs1,6.0
CC(C)CC(C(=O)O)N1C(=O)C2C3C=CC(C3)C2C1=O (stereo not given),4.0
